ERp5 inh: blocks human ERp5 reductase activity on insulin. AID 651711. Q15084. 350,000 tested, 0.05% active. inhibition, % at 9.99 µM. ERp5 insulin aggregation, absorbance 650 nm, 90 min;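 active = mean replicate inhibition above about 25%, with every replicate also reaching it, limit read from the data, passing the limit was not always enough; inconclusive = only one of those two criteria met; inactive = neither criterion met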
Target sequence (Q15084 whole entry, looked up): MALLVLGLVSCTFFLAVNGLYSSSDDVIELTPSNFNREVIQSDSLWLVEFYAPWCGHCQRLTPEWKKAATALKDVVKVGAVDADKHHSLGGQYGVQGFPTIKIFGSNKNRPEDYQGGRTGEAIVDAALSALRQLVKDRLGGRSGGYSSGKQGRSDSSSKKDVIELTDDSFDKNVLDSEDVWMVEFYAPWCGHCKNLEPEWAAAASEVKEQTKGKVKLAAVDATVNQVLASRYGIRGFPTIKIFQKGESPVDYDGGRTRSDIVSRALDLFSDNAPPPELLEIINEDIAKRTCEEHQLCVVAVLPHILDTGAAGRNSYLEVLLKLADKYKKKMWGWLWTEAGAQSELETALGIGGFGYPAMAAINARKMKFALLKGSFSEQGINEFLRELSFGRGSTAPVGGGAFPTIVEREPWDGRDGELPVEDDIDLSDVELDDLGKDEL
esBAF inh: blocks esBAF chromatin remodeling in mouse ES cells; 350,000 tested, 2% active; reporter increase, % at 12.5 µM; Bmi1-luciferase knock-in reporter, 24 h; 100% = twice the neutral-well signal; in the data active = activation above about 40%; inconclusive = no clear call, values can overlap the other calls;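 also: 0% = median of the plate's neutral control wells and 100% = double that signal; a rise in the Bmi1 reporter signal indicates esBAF inhibition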
miR122 inh: miR-122 inhibition in Huh7 cells | Huh7 miR-122 Renilla luciferase sensor, 48 h; neutral wells = 0, positive control = 100 | 340,000 tested, 0.3% active | AID 602342 | activation (reporter increase), % at 12.5 µM;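 active = mean replicate activation score at least 90 and every replicate individually at or above 90; inconclusive = only one of the two criteria met; inactive = neither criterion met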;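 also: higher luciferase means less miR-122 activity so hits act as miR-122 inhibitors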
ARNT-TACC3 inh: disrupts binding between human ARNT and TACC3; 390,000 tested, 0.66% active; inhibition, % at 9.99 µM; AlphaScreen His-ARNT PAS-B/GST-TACC3 binding, luminescence; TACC3 fragment carries E629A point mutation; Q9Y6A5;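 active = mean inhibition of replicates at least 50% and at least half of replicates each reaching 50%; inconclusive = half or more replicates reach 50% but mean below 50%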;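 also: 0% = complete ARNT plus TACC3 wells and 100% = ARNT alone without TACC3; many hits fall short of the cut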
Statin myotox sup: suppression of simvastatin myotoxicity. AID 602340. C2C12 myotubes + simvastatin, ATP luminescence, 48 h; scaled: DMSO 0, geranylgeraniol control 100. rescue of ATP level, % at 7.49 µM. 330,000 tested, 0.78% active;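 active = mean ATP rescue above about 67%, or every replicate alone reaching that limit, limit read from the data, passing the limit was not always enough; inconclusive = no clear call, values can overlap the other calls; inactive = mean under the limit and some replicate under it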;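 also: myotubes were challenged with 10 µM simvastatin during compound exposure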
SIRT5 inh: sirtuin-5 (human) deacylase inhibition | Q9NXA8 | AID 652115 | Purified SirT5, succinyl-peptide AMC, trypsin-coupled fluorescence | inhibition, % at 15 µM | 330,000 tested, 1.1% active; in the data active = inhibition above about 15%; inconclusive = no clear call, values can overlap the other calls
Target sequence (Q9NXA8 whole entry, looked up): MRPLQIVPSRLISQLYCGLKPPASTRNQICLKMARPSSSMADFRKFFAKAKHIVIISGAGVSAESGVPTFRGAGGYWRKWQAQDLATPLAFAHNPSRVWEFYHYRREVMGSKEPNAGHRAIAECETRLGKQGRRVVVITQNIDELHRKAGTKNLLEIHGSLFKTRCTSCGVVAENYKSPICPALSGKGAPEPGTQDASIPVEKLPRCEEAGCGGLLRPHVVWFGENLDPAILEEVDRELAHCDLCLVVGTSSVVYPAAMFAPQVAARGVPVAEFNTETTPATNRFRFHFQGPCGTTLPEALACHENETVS
Cneo AK release: Cryptococcus neoformans lysis via adenylate kinase release; lysis activity, % at 15 µM; AID 651654; 360,000 tested, 0.2% active; C. neoformans lysis, adenylate kinase release luminescence, 4 h; normalised: neutral wells 0, clomiphene wells 100;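 active = mean lysis activity across replicates of at least 80%, whatever share of replicates individually reach that level; inactive = mean lysis activity below 80%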
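Test system: log-phase Cryptococcus neoformans yeast cells. Input: 5 × 10^6 yeast cells/mL. Medium: fresh YPD growth medium. Doses: single dose. Incubation: static 4 h at 37 °C with compound, 1 h detection. Measured by: luminescent adenylate kinase detection reagent. Read-out: signal increase indicating cell lysis. Benchmarks: Clomiphene.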
* hit, by the source's call; ? = inconclusive; nt = not tested or not shown; & = joins results of further samples; [ ] = remark or other dose.

structure	ERp5 inh	esBAF inh	miR122 inh	ARNT-TACC3 inh	Statin myotox sup	SIRT5 inh	Cneo AK release
O=C(O)c1ccc(C(=O)c2ccc3c(c2)C(=O)N(CCO)C3=O)cc1	-4.1	-8.3	-7.3	0.0	6.5	-6.3	-3.0
CCC(=O)N(C)C[C@H]1Oc2cc(-c3cncnc3)ccc2S(=O)(=O)N([C@H](C)CO)C[C@@H]1C	-2.3	3.2	-0.7[16.7 µM]	2.3	-6.2	-3.7	5.2
Cc1noc(-c2ccc(C(F)(F)F)cc2)c1NC(=O)Nc1ccc(Cl)cc1	1.4	nt	5.8	nt	nt	-4.0	-0.3
Cc1cccc(N2CCN(Cc3ccc([N+](=O)[O-])o3)CC2)c1C	-2.5	-9.1	-3.5	5.0	-3.4	-1.3	-1.9
CO[C@@H]1CN(C)C(=O)c2cc(NC(=O)C3CCC3)ccc2OC[C@@H](C)N(Cc2ccc(F)cc2)C[C@H]1C	-0.8	1.2	-5.6[16.7 µM]	-12.3	8.8	3.8	39.2
COc1ccc(CCNC(=O)NC(C(F)(F)F)C(F)(F)F)cc1OC	nt	4.2	-2.0	-6.7	-17.4	nt	1.2
Cn1c(CNc2ccccc2)nc2ccccc21	nt	66.0*	-0.5	4.2	2.6	nt	-2.6
C/C(=N/NS(=O)(=O)c1ccc(Cl)cc1)c1cccc(NC(=O)c2ccc(Cl)cc2Cl)c1	nt	36.2	1.3	-4.2	24.9	nt	-0.8
C[C@H](CO)N1C[C@H](C)[C@H](CN(C)C(=O)C2CCOCC2)Oc2ncc(Br)cc2C1=O	-2.4	-3.1	0.9[16.7 µM]	-5.6	-11.7	-1.5	-0.6
C[C@H]1CN([C@@H](C)CO)C(=O)c2cccc(NC(=O)Nc3ccc4c(c3)OCO4)c2O[C@@H]1CN(C)CC1CCCCC1	2.8	5.9	?	1.9	86.1*	-1.0	-14.3
CCCCn1cnc2cc(C)c(C)cc21	8.8	nt	nt	-11.3	nt	-2.3	nt
O=C(O)c1ccc(CNS(=O)(=O)c2ccc3ccccc3c2)cc1	-1.1	-4.5	-7.4	-1.6	-6.5	-5.7	nt
COc1cc(/C=C/C(=O)O)cc(S(=O)(=O)Nc2cc(S(=O)(=O)N3CCCCC3)ccc2Cl)c1OC	-0.5	-7.6	3.8	nt	9.8	nt	0.1
OCC[C@H]1C[C@@H](O)[C@H](O)[C@]2(CCCCO2)O1	-5.5	4.0	-7.6	-6.2	-4.5	0.6	-2.7
CCN(CC)S(=O)(=O)c1cc(NS(=O)(=O)c2cccc(Cl)c2Cl)ccc1C	0.0	nt	72.1	nt	nt	-1.5	-6.1
CCCCCc1cc(=O)oc2c(C(CCN3CCCCC3)c3ccc(OC)cc3)c(OC)cc(OC)c12 (stereo not drawn)	-1.9	-79.9	7.4	14.3	-10.2	nt	0.2
CO[C@H]1CN(C)C(=O)c2cc(NC(=O)c3ccccc3F)ccc2OC[C@@H](C)N(CC2CC2)C[C@@H]1C	-1.7	-1.1	nt	-3.0	20.4	-2.9	-42.1
O=C(Nc1ccc2c(c1)[C@H]1C[C@H](CC(=O)N3CCCCC3)O[C@@H](CO)[C@H]1O2)Nc1ccccc1F	-0.4	-1.9	0.8[16.7 µM]	-8.5	0.7	-4.7	-4.2
C[C@@H]1CCCCO[C@H](CN(C)C(=O)Nc2ccc(C(F)(F)F)cc2)[C@@H](C)CN([C@H](C)CO)C(=O)c2cc(NC(=O)c3ccncc3)ccc2O1	5.7&1.7	2.2&-3.9	3.6	-5.3	-8.4	-4.2&0.1	-13.5
CN(C)CCCNC(=O)C[C@@H]1C=C[C@H](NC(=O)Cc2cccnc2)[C@@H](CO)O1	2.3	1.2	-6.2[16.7 µM]	-4.6	3.0	5.6	3.5
C/C=C/c1ccc([C@H]2[C@@H](CO)N3CCCCN(CCC(F)(F)F)C[C@@H]23)cc1	-2.3	-3.0	-2.9[16.7 µM]	0.9	11.3	3.3	2.7
CS(=O)c1ccccc1-c1nc(-c2ccc([N+](=O)[O-])cc2)no1 (stereo not drawn)	6.8	19.4	-2.8	3.8	-8.6	-3.6	-0.7
COC(C[C@H]1O[C@H]1C(=O)COCc1ccccc1)OC	-1.2	-1.6	0.0	-3.4	8.3	1.8	2.7
N#Cc1ccsc1NC(=O)C1CCCN1S(=O)(=O)c1cccs1 (stereo not drawn)	9.1	-4.4	1.7	3.0	12.7	-5.0	3.6
C/C(=N\N=C(/N)SC1CC(=O)N(c2ccc(Cl)cc2)C1=O)c1cccs1 (stereo not drawn)	nt	-13.9	-4.0	6.5	-11.1	nt	-13.9
C[C@H]1CN([C@@H](C)CO)C(=O)c2cc(NC(=O)C3CCCCC3)ccc2O[C@@H]1CN(C)S(=O)(=O)c1ccc(F)cc1	3.0	-1.8	-4.4[16.7 µM]	2.4	0.8	-4.8	13.1
COc1ccc(S(=O)(=O)N2CCOC2CNC(=O)C(=O)NCc2ccco2)cc1 (stereo not drawn)	3.2	nt	-12.8	-7.1	nt	-2.1	11.4
Cn1cnc(S(=O)(=O)N[C@@H]2C=C[C@H](CC(=O)N3CCN(c4ccccc4)CC3)O[C@H]2CO)c1	-2.5	-1.8	nt	17.6	-26.4	-0.8	2.7
CC(C)CCn1c(CN2CCN(Cc3ccccc3)CC2)nc2c1c(=O)n(C)c(=O)n2C	nt	10.2	-0.4	1.9	9.1	nt	1.6
O=C(Nc1nncs1)C1CC(=O)N(CCc2ccc(F)cc2)C1 (stereo not drawn)	-3.6	-11.1	1.7	-1.5	-7.1	0.4	3.3
COc1cccc(-c2cc(C(=O)N3CCN(C(=O)c4ccco4)CC3)on2)c1	0.6	5.7	1.8	-8.7	-1.0	-3.3	-3.4
NS(=O)(=O)c1cccc(NC(=O)/C=C/c2cccs2)c1	0.8	nt	nt	4.3	nt	-3.2	nt
COc1ccc(C#Cc2ccc3c(c2)[C@@H]2[C@@H](CCN2S(=O)(=O)c2ccc(OC)cc2)[C@@H](CO)N3C)cc1	-3.8	-1.6	4.8[16.7 µM]	19.6	12.1	5.5	-0.9
CC1(C)CC(=O)C2=C(C1)N(c1ccccc1)C(=O)C2(O)C(F)(F)F (stereo not drawn)	1.4	nt	-5.5	-11.4	nt	-2.2	12.7
S=C(NCc1ccccc1)NNc1nc2ccccc2[nH]1	?	4.1	-0.2	2.4	7.8	2.3	nt
Cc1cc(C)cc(-n2nnnc2SCC(=O)N2CCOCC2)c1	nt	-0.9	-1.3	-0.7	17.4	nt	3.2
COCCNC(=O)C1CCCN(C(=O)c2ccc3c(c2)C(C)(C)CCC3(C)C)CC1 (stereo not drawn)	0.6	-7.4	8.7	nt	-0.7	nt	0.9
CSc1ccc(C(=O)Nc2cc(S(=O)(=O)N3CCOCC3)ccc2N2CCOCC2)cc1[N+](=O)[O-]	0.7	2.9	0.9	7.2	-9.2	0.2	0.0
Cc1ccc(CC(CC(=O)NCCc2ccc3c(c2)OCO3)C(=O)O)cc1 (stereo not drawn)	nt	-6.0	-0.8	-5.0	-2.1	nt	-0.8
Nn1c(SCc2ccc(Br)cc2)nnc1-c1ccncc1	8.6	nt	nt	-1.1	nt	-2.0	nt
COc1cc2c(cc1OC)C(c1cc3ccccc3oc1=O)=NC(C)(C)C2	nt	5.2	-1.4	4.7	nt	nt	0.6
OCCCNc1ncnc2c1ncn2[C@H]1CN(Cc2cccs2)C[C@@H](CO)O1	10.0	-0.2	-4.0	nt	-2.7	-6.2	-10.5
Cc1ccc(S(=O)(=O)Nc2ccccc2)cc1[N+](=O)[O-]	-1.0	-0.6	-6.0	0.1	-0.9	0.0	-0.7
COc1ccc(-c2cc(C(F)(F)F)n3nc(C(=O)Nc4c(C)n(C)n(-c5ccccc5)c4=O)cc3n2)cc1	-2.0	3.4	nt	-1.0	-14.9	3.8	nt
Cc1ccc(S(=O)(=O)NCC[C@@H]2CC[C@@H](NC(=O)c3ccccn3)[C@H](CO)O2)cc1	7.9	-0.2	nt	-15.9	-3.6	-0.8	-3.0
CCO[C@@H]1OC(C(N)=O)=C[C@H](c2ccc(Br)cc2)[C@H]1CCCO	-1.6	-1.0	-2.0	-18.3	13.1	-1.5	0.5
COc1ccc(CN2CCN(Cc3ccccc3)C(CCO)C2)cc1OC (stereo not drawn)	2.8	nt	nt	1.5	nt	-3.3	nt
Cc1cccn2c(=O)c3cc(C(=O)NCCc4ccccc4)c(=N)n(Cc4ccco4)c3nc12	-1.6	-3.1	nt	-0.6	-66.6	-1.4	-2.8
Cc1ccc(S(=O)(=O)Nc2ccc3c(c2)C(=O)N([C@H](C)CO)C[C@H](C)[C@@H](CN(C)Cc2ccncc2)OCCCC[C@H](C)O3)cc1	-3.2	3.7	10.3[16.7 µM]	6.3	nt	2.6	2.9
COc1cccc(NC(=O)CN(C)C(=O)c2cc3c(s2)CCCCC3)c1	0.8	10.6	nt	0.9	5.0	2.3	-2.5

The closing 2 entries of the section above lead into the next:
structure	ERp5 inh	esBAF inh	miR122 inh	ARNT-TACC3 inh	Statin myotox sup	SIRT5 inh	Cneo AK release
Cc1ccc(S(=O)(=O)Nc2ccc3c(c2)C(=O)N([C@H](C)CO)C[C@H](C)[C@@H](CN(C)Cc2ccncc2)OCCCC[C@H](C)O3)cc1	-3.2	3.7	10.3[16.7 µM]	6.3	nt	2.6	2.9
COc1cccc(NC(=O)CN(C)C(=O)c2cc3c(s2)CCCCC3)c1	0.8	10.6	nt	0.9	5.0	2.3	-2.5
COc1ccc(NC(=O)CSc2nncn2C)cc1	-0.1	1.1	-1.1	-9.0	7.1	-4.1	0.7
CC(C)C1Oc2cc3oc(=O)ccc3cc2C1=O (stereo not drawn)	0.0	6.3	-1.6	-25.3	-5.0	-0.7	1.8
CCCCCC(=O)N1C[C@H](n2cc(COC(=O)c3ccccc3)nn2)[C@@H](O)C[C@@H]1c1ccc(Cl)cc1	5.7	2.2	-2.8	nt	9.3	-3.1	-2.5
Cc1noc(C)c1NC(=O)N(C)C[C@H]1OCCCC[C@@H](C)Oc2ccc(NS(=O)(=O)c3ccc(Cl)cc3)cc2C(=O)N([C@H](C)CO)C[C@H]1C	-1.3	0.2	4.6[16.7 µM]	-5.4	nt	2.3	3.0
COc1ccccc1-c1c(C)oc2c(CN3CCCCC3C)c(O)ccc2c1=O (stereo not drawn)	-1.0	-7.8	-4.0	-5.0	14.9	-18.6	4.8
CC(C)CCOc1ncnc2c1sc1nc3c(cc12)CSC(C)(C)C3	nt	12.3	-8.4	-5.8	-23.3	nt	9.9
O=C(CSc1nc(Cc2ccccc2)nc2ccccc12)Nc1nc2c(s1)CCCC2	3.3	9.8	0.5	-7.3	6.8	0.2	-2.3
COCCCNC(=O)CNC(=S)N(Cc1ccccc1F)C1CCCCC1	nt	-4.5	nt	-6.1	5.6	nt	1.5
Cc1ccc(S(=O)(=O)N2CCCC2)cc1S(=O)(=O)N1CCCC1	nt	nt	2.6	-0.9	nt	nt	-0.6
CCOC(=O)N1CCN(c2ncnc3scc(-c4ccccc4)c23)CC1	-2.9	6.8	-6.1	-1.2	0.0	-1.2	-1.6
COc1ccc(OC)c(C2CC(c3ccccc3)=NN2C(=S)Nc2ccccc2)c1 (stereo not drawn)	2.0	nt	nt	-4.1	nt	-7.2	nt
CC(=O)Nc1c(I)c(NC(C)=O)c(I)c(C(=O)O)c1I	2.2&6.7	4.1&-6.7	-6.4&-6.6	-4.9&-2.9	1.0&-4.8	0.1&0.0	1.1&-1.2
CC(C)(C)c1ccc(C(=O)Nc2cccc(C(=O)N3CCOCC3)c2)cc1	4.7	nt	nt	-10.7	nt	5.6	-62.1
Cc1ccc(NC(=O)N(Cc2cccnc2)Cc2ccco2)cc1C	nt	1.0	-1.8	20.7	-1.9	nt	1.7

Assay outcomes (PubChem BioAssay)
